Source: PubChem BioAssay
Wnt bcat act: Wnt/beta-catenin pathway activators, primary screen, cell-based, plate reader, single point | activation, % at 9.35 µM | Wnt/beta-catenin reporter cell assay, activator | AID 743398, 2014 | actives 1.2% (n = 300,000); in the data active = activation above about 30%, passing the limit was not always enough;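 note: 0% = neutral control wells and 100% = positive control wells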
HTR5A ag ctr: HTR5A agonists in luminescence cell assay, primary screen, counter-screen for OPRM1-OPRD1 heterodimer agonist project, full-deck HTS; cell-based; activation, % at 9.3 µM; actives 0.61% (n = 340,000); AID 504692, 2011; in the data active = activation mostly above about 9.5%, no sharp cut-off; inactive = mostly below about 7.6%;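 note: 0% = cells with vehicle only and 100% = reference agonist; strong numbers were not always called active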
Rtt109 Vps75: inhibitors of C. albicans Rtt109/Vps75 HAT, primary screen, biochemical, ThioGlo CoA-SH fluorescence, plate reader; Histone acetyltransferase RTT109 (Candida albicans (strain SC5314 / ATCC MYA-2876)), …; purified Rtt109/Vps75, 4 h; inhibition, % at 34.9 µM; actives 0.16% (n = 330,000); AID 540336, 2011;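 active = inhibition of at least 50% in every replicate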
Target sequence (Q5AAJ8 whole entry, looked up): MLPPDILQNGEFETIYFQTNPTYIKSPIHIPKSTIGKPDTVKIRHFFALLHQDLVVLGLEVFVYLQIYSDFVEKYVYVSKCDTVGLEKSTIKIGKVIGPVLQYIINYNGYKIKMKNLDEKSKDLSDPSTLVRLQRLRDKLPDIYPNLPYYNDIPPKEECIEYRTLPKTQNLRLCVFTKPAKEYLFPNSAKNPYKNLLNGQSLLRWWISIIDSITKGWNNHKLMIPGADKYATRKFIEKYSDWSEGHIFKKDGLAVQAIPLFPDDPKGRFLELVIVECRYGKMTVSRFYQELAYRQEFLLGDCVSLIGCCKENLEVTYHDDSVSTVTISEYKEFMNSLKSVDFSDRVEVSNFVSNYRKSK
SR-BI HDL uptake: inhibitors of SR-BI mediated HDL lipid uptake, primary screen, ldlA[mSR-BI] cells, fluorescence, single point. Scavenger receptor class B member 1 (Mus musculus), Q61009. ldlA[mSR-BI] CHO cells, DiI-HDL uptake fluorescence, 3 h. inhibition, % at 12.5 µM. actives 0.96% (n = 320,000). AID 488896, 2010;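 active = mean replicate inhibition of at least 70% and a set share of replicates each scoring 70 or more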;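 note: 0% = median of neutral control wells and 100% = median of positive control wells; values of inactives mirror those of a sister screen read the other way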
Target sequence (Q61009 whole entry, looked up): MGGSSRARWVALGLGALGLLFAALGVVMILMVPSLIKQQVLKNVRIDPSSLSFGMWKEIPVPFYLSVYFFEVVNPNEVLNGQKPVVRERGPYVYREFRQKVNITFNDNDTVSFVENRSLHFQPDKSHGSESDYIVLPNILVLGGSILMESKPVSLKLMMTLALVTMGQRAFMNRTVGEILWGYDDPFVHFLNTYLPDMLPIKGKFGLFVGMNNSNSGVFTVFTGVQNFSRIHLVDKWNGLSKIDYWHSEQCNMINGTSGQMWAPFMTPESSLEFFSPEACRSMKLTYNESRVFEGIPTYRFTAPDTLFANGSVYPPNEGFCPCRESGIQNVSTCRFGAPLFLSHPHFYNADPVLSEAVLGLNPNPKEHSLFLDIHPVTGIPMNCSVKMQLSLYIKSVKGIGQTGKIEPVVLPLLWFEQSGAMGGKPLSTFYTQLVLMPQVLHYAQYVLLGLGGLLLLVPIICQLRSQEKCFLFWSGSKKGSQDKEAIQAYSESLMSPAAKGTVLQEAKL
SR-BI uptake up: activators of SR-BI mediated DiI-HDL uptake, primary screen, ldlA[mSR-BI] CHO cells, DiI fluorescence; actives 0.096% (n = 320,000); 3 h; 100 = double the neutral-control signal; activation, % at 12.5 µM;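 active = mean replicate activation of at least 60% and every replicate at or above 60%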;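 note: 0% = median plate neutral-control signal and 100% = twice that signal; values of inactives mirror those of a sister screen read the other way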
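system = CHO ldlA[mSR-BI] cells, LDL receptor-null, SR-BI overexpressing | medium = Ham's F12 with 0.5% BSA, HEPES 25 mM, pH 7.4 | probe or stimulus = DiI-HDL 10 µg/mL | compound dosing = single-point compound dose | incubation = compound exposure 3 h, 37 °C | technique = DiI fluorescence, bottom read | read-out = cell-associated DiI fluorescence as measure of HDL uptake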
PvdQ inh: P. aeruginosa PvdQ acylase inhibitors, primary screen, biochemical, fluorescence, plate reader and imaging, single point; purified PvdQ acylase; actives 0.063% (n = 340,000); inhibition, % at 10 µM; PvdQ acylase [Pseudomonas aeruginosa LESB58]; AID 488965, 2010; in the data active = inhibition above about 30%, passing the limit was not always enough;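 note: 0% = vehicle neutral wells and 100% = reference inhibitor wells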
CDK5 p35 inh: inhibitors of human CDK5/p35 kinase, primary screen, biochemical, single concentration; Cyclin-dependent kinase 5 (Homo sapiens) + Cyclin-dependent kinase 5 activator 1 (Homo …; Recombinant CDK5/p35, ADP-Glo luminescence, 60 min; inhibition, % at 10 µM; actives 0.01% (n = 330,000);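 active = highest replicate inhibition of at least 50% and at least 75% of replicates reaching 50%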;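 note: plate controls were DMSO neutral control for no effect and GW8510 at 10 µM for full effect; many of its hits are not listed in these tables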
dFosB act: activators of delta FosB homodimer, primary screen, biochemical, fluorescence polarization, TAMRA-CDK5 oligo, single point | purified delta FosB; percent of positive-control signal above neutral wells | activation, % at 25 µM | actives 0.99% (n = 340,000);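 active = mean activation above about 17%, with every replicate also reaching it, limit read from the data, passing the limit was not always enough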;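 note: fluorescence polarization rise as delta FosB binds a TAMRA Cdk5 AP-1 oligo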
MITF act: activators of MITF-driven TRPM1 promoter reporter, primary screen, cell-based, SK-MEL-5, luciferase, single point | SK-MEL-5 TRPM1-promoter luciferase, 24 h; % of positive control, neutral wells = 0 | activation, % at 12.5 µM | actives 0.75% (n = 300,000) | AID 588334, 2011;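 active = mean activation of at least 80% with every replicate also reaching 80%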;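 note: 0% = neutral control wells and 100% = parthenolide positive control wells; values of inactives mirror those of a sister screen read the other way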
RTF Ca sens act: cardiac RTF calcium sensitivity activators, primary screen, biochemical, IANBD-TnC fluorescence, EC20 calcium | activation, % at 7.2 µM | IANBD-labeled TnC RTF fluorescence at EC20 calcium; 0% EC20 calcium, 100% full calcium | actives 0.24% (n = 340,000) | AID 493008, 2010 | Troponin I, cardiac muscle (Homo sapiens) + Troponin T, cardiac muscle (Homo sapiens) + …;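 active = activation above the mean over all tested compounds plus 3 SD, cut at about 30% in these data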;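 note: rise in fluorescence read as greater calcium sensitivity of cardiac thin filaments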
The depositor's hits bear a star; nt = not tested or not shown.

SMILES	Wnt bcat act	HTR5A ag ctr	Rtt109 Vps75	SR-BI HDL uptake	SR-BI uptake up	PvdQ inh	CDK5 p35 inh	dFosB act	MITF act	RTF Ca sens act
COC(=O)c1cc(S(=O)(=O)N2CCC(c3cc(OC)ccc3OC)C2)c[nH]1 (stereo not drawn)	-1	1	1	10	-10	-15	nt	-8	-12	1
CC1(C)CC(=O)C2=C(C1)N(c1ccccc1)C(N)=C(C#N)C2c1ccsc1 (stereo not drawn)	nt	1	17	24	-24	-1	1.8	-6	12	2
CC(=O)c1ccc(O)c(CSC2=NCCS2)c1	0	-4	5	3	-3	0	0.9	-3	-5	1
Cc1ccc(NC(=O)c2ccc3c(c2)OCO3)cc1S(=O)(=O)N1CCOCC1	3	3	4	58	-58	-5	-0.2	-9	11	1
COC(=O)c1[nH]c2ccccc2c1NC(=O)Oc1ccccc1	-3	1	-4	-1	1	-19	0.0	-4	14	0
CCc1ccc2[nH]c(=O)c(C(c3nnnn3CCOC)N3CCN(c4ccc(F)cc4)CC3)cc2c1 (stereo not drawn)	nt	6	11	1	-1	-6	0.2	-9	-6	11
Cc1cccc(Cn2c(C(C)O)nc3ccccc32)c1 (stereo not drawn)	2	-1	-4	-11	11	4	1.8	-6	nt	1
Cc1ccc2c(c1)COc1c3ccc(C(=O)O)cc3nn1-2	-1	-3	-2	-56	56	-9	0.0	2	-68	0
CCOc1ccc(-c2nc(C#N)c(N3CCN(C)CC3)o2)cc1	1	8	8	20	-20	15	-0.8	-3	5	4
O=C(CSc1nc2ccccc2[nH]1)Nc1ccc(N2CCOCC2)cc1	1	10	-6	22	-22	-15	0.5	-5	12	4
COc1ccc(S(=O)(=O)N2CCCC2CNC(=O)C(=O)NCc2ccc(C)cc2)cc1 (stereo not drawn)	1	3	1	34	-34	-10	-0.7	-7	2	-5
COc1ccccc1CNC(=O)C1CCN(S(=O)(=O)c2ccc(N3CCCC3=O)cc2)CC1	-2	0	-8	-11	11	-1	0.2	-10	8	0
O=C(Nc1nc2cc(Cl)ccc2s1)C1CCCN(S(=O)(=O)c2cccc3cccnc23)C1 (stereo not drawn)	-3	3	-7	6	-6	-11	0.4	13	-15	-3
CSc1ccc(S(=O)(=O)N2CCC(C(=O)NCc3ccco3)CC2)cc1	-2	-5	1	11	-11	-11	-1.6	-6	16	9
Cc1cc(O)cc(=O)n1Cc1ccco1	nt	2	0	-5	5	-10	-0.2	4	-13	5
COc1ccc(CN(C)CC(=O)Nc2ccccc2C(=O)NC2CC2)cc1	-1	2	2	-2	2	-18	0.4	-16	-7	-3
CCC(=O)N(Cc1cc2ccccc2[nH]c1=O)C(C)C	nt	-1	1	-44	44	-10	-0.4	0	2	-1
CC1(C)CC(NC(=O)c2cc(S(=O)(=O)N3CCOCC3)ccc2Cl)CC(C)(C)N1	2	-1	11	-23	23	6	-1.8	-2	0	-2
CCOc1ccc(S(=O)(=O)N2CCCC(C(=O)Nc3cc(C)cc(C)c3)C2)cc1 (stereo not drawn)	-2	-6	5	nt	nt	11	2.3	-6	-26	-1
CN(Cc1ccco1)C(=O)c1c[nH]c2ccc(S(=O)(=O)Nc3ccc4c(c3)OCCO4)cc2c1=O	0	-3	7	-12	12	-1	0.4	-11	7	-4
O=C(c1cccs1)N1CCN(C(=O)c2cccs2)C1=S	-1	-3	-7	-22	22	-13	0.6	4	-16	6
O=C(NNC(=O)C1CCN(Cc2ccc(F)cc2Cl)CC1)Nc1ccc([N+](=O)[O-])cc1	1	-3	nt	3	-3	-5	4.6	-11	14	4
COc1ccc(Cl)cc1NC(=O)C(=O)NC1CCCCCC1	nt	2	-5	58	-58	-17	-0.5	-4	1	-4
Cc1cc(OC(=O)c2ccccc2C(F)(F)F)c([N+](=O)[O-])c(=O)[nH]1	0	0	6	-19	25	-5	-11	-2	nt	1
Cc1ccc(C)c(-n2ccnc2SCC(N)=O)c1	1	1	-1	-11	11	-15	0.2	2	1	2
CN(c1nnc(N)s1)C1CCCCC1	0	-6	-9	-2	2	-20	-0.4	-7	-1	7
NS(=O)(=O)c1ccc(CCNC(=O)CCCn2c(SCC(=O)N3CCCC3)nc3ccsc3c2=O)cc1	-2	6	-6	-2	2	-6	-0.6	-3	-4	1
Cc1cc(NC(=O)CSCc2nc(-c3cccc(F)c3)oc2C)no1	-3	3	2	-10	10	1	-0.7	-3	-2	0
Cc1ccc2c(c1)C1CN(C)CCC1N2C(=O)COc1ccc(N(C)C(=O)c2ccccc2)cc1 (stereo not drawn)	-5	nt	-2	16	-16	-7	0.0	-3	3	-2
CC(=O)c1ccc(NC(=O)c2ccc(C)c(Br)c2)cc1	69*	4	0	67	-67	0	0.3	-1	68	-8
O=C(c1ccc([N+](=O)[O-])c(CS(=O)(=O)c2ccc(Cl)cc2)c1)N1CCCC1	-8	-2	-2	5	-5	-10	-0.2	0	-7	2
CCn1nc(C)c(/C=N/NC(=O)Cn2nccc2C)c1C	24	2	1	3	-3	-12	0.9	-7	42	1
COc1ccc(NC(=O)c2cccnn2)cc1	8	0	-7	0	0	-13	1.9	6	nt	-1
CCOC(=O)N1CCN(S(=O)(=O)N2CCCC(C(=O)NCc3ccc(F)cc3)C2)CC1 (stereo not drawn)	2	-1	1	-11	11	3	nt	-9	8	2
CN(C)/N=C/C=C1\CCC/C(=C/c2cccs2)C1=O	52*	4	-12	nt	nt	1	0.6	-21	53	8
CC1CCCCC1NC(=O)C1CCCN1S(=O)(=O)c1cccc2nsnc12 (stereo not drawn)	-2	-2	-8	-1	1	-15	-2.3	-2	-6	2
COc1cc(/C=N/n2c(-c3cc(C)[nH]n3)n[nH]c2=S)ccc1O	24	2	6	nt	nt	-13	3.4	-3	-6	-2
c1ccc(CSc2ccc(-c3cccnc3)nn2)cc1	-1	-1	-9	12	-12	-9	0.2	-8	89*	-3
Cn1c(=O)c2c(nc(CN3CCCCC3)n2CCc2ccccc2)n(C)c1=O	-1	-4	2	-4	4	6	-0.6	0	nt	1
O=[N+]([O-])c1ccc2nc(SCc3cn4cccnc4n3)[nH]c2c1	4	8	3	nt	nt	0	0.3	7	2	-1
CCCCNC(=O)c1sc(=S)n2c1[nH]c(=O)c1ccc(C(=O)NCCc3ccc(OC)c(OC)c3)cc12	nt	-1	16	3	-3	6	-0.1	-10	-5	-4
CC(=O)c1ccc(-n2nnnc2SCC(=O)NNC(=O)c2ccco2)cc1	-1	1	nt	-13	13	9	3.4	-2	8	-3
CCc1ccc(NC(=O)C(=O)NNC(=O)c2ccc(OC)cc2)cc1	-2	-2	-3	-14	14	2	0.1	2	19	-8
CC(OC(=O)CCN1C(=O)C2CC=CCC2C1=O)C(=O)Nc1ccc(F)cc1 (stereo not drawn)	1	-3	9	5	-5	15	1.2	-2	2	2
COc1ccccc1C(=O)Nc1ccnn1C1CCN(C(=O)c2cnsn2)CC1	3	5	5	-11	11	-6	1.1	5	5	-2
c1ccc2c(c1)nc(NCc1ccc3c(c1)OCO3)n2CCN1CCOCC1	-4	nt	-3	-7	7	-5	-0.3	2	1	3
COC(=O)c1[nH]c(C)c(/C(O)=C2\C(=O)C(=O)N(CCN3CCOCC3)C2c2ccco2)c1C (stereo not drawn)	1	-4	3	-22	22	6	0.6	-2	-6	-7
CN(C(=O)COC(=O)C1COc2ccccc2O1)C1(C#N)CCCCC1 (stereo not drawn)	-2	2	-4	-13	13	3	-0.5	-2	-6	-3
Cc1ccc(C(C)C)cc1OCCN1CCCC1	-1	6	3	-31	31	10	0.2	-6	2	2
CCOC(=O)CN1C(=O)N[C@@H](c2ccco2)C(C(=O)OC)=C1C	3	-2	1	-16	16	-5	-0.7	0	1	4

Record cards, from the list above. Order of values: Wnt bcat act | HTR5A ag ctr | Rtt109 Vps75 | SR-BI HDL uptake | SR-BI uptake up | PvdQ inh | CDK5 p35 inh | dFosB act | MITF act | RTF Ca sens act
Entry for CC(OC(=O)CCN1C(=O)C2CC=CCC2C1=O)C(=O)Nc1ccc(F)cc1 (stereo not drawn) → 1 | -3 | 9 | 5 | -5 | 15 | 1.2 | -2 | 2 | 2
Entry for COC(=O)c1[nH]c(C)c(/C(O)=C2\C(=O)C(=O)N(CCN3CCOCC3)C2c2ccco2)c1C (stereo not drawn) → 1 | -4 | 3 | -22 | 22 | 6 | 0.6 | -2 | -6 | -7

(continued)
SMILES	Wnt bcat act	HTR5A ag ctr	Rtt109 Vps75	SR-BI HDL uptake	SR-BI uptake up	PvdQ inh	CDK5 p35 inh	dFosB act	MITF act	RTF Ca sens act
COc1ccc(/C=C2\SC(=S)NC2=O)cc1OS(=O)(=O)c1ccc(NC(C)=O)cc1	-1	-5	-5	15	-15	-15	1.1	-8	0	-1
COC(=O)c1cn[nH]c1N	-1	0	1	-26	26	-20	0.5	4	-1	1
Cc1cnc(C(=O)Nc2ccc(N3CCN(C(=O)OC(C)(C)C)CC3)cc2)cn1	-3	-4	-2	60	-60	-19	-0.2	0	-47	-2
CCN(CC)S(=O)(=O)c1ccc(C)c(NC(=S)Nc2cccc(S(=O)(=O)N3CCCCCC3)c2)c1	2	0	-15	16	-16	10	0.1	-3	-8	0
COc1ccc(CCNC(=O)C2CCN(Cc3nc(-c4ccccc4C)oc3C)CC2)cc1OC	-3	5	-9	28	-28	-15	0.5	-3	-8	9
Cc1nc(-c2cccc(NC(=O)c3cc4cc(Br)ccc4oc3=O)c2)cs1	nt	3	4	-3	3	-1	-1.0	6	7	5
Cc1ccc(OCC(=O)Nc2ccc(C)c(F)c2)c([N+](=O)[O-])n1	-3	-7	-5	21	-21	-6	-0.1	-3	114*	-7
O=C(O)C(=O)/C(=C\c1ccc(Cl)cc1)c1ccc2ccccc2n1	9	2	0	-11	11	1	-0.6	-1	45	-4
CC(Sc1nnc(-c2cccnc2)o1)C(=O)NC1CCCCC1 (stereo not drawn)	-2	-1	-1	-8	8	-10	-0.5	1	-1	-2
COc1ccc(NC(=O)Nc2ccc(OC)c(OC)c2)c([N+](=O)[O-])c1	-2	-3	0	10	-10	-5	2.2	4	4	-4
Cc1cc2c(cc1[N+](=O)[O-])NC(CNC(C)C)CC2 (stereo not drawn)	-1	1	3	nt	nt	-12	-0.3	-8	6	1
CCOc1nc(NC2CCCC2)nc(N2CCC(C)CC2)n1	-3	2	1	8	-8	-23	-0.2	-9	0	-8
Cc1cc(=O)[nH]c(NN=Cc2cc(Br)ccc2O)n1	-5	8	-2	97*	-97	-4	-4.5	2	-27	-7
COc1cc(Cl)cc(/C=N/NC(N)=O)c1O	-1	2	-58	-2	2	0	1.4	2	4	-4
COC(=O)Cn1cc(/C=N/NC(=O)c2ccc(C#N)cc2F)c2ccccc21	nt	-3	-3	5	-5	1	-0.3	-4	-1	-2
